CHX counter: counter-screen for Shiga toxin inhibitors: cycloheximide protein synthesis inhibition | max response, % | 12% of 300,000 active | cell reporter, cycloheximide protein synthesis inhibition counterscreen; in the data active means max response mostly above about 13%, no sharp cut-off; inactive means mostly below about 14%; further: read at 38.3 µM for the half of the compounds with a filed dose; 0% is about no effect
Shiga toxin inh: blocks Shiga toxin action in Vero cells. Vero cells, Shiga toxin protein synthesis inhibition reporter. inhibition, % at 38.7 µM. 9.2% of 290,000 active. AID 2315; in the data active means inhibition mostly above about 28%, no sharp cut-off; inactive means mostly below about 43%; further: 0% is about no effect
AmpC no deterg: AmpC beta-lactamase inhibition without detergent; 0.52% of 330,000 active; Potency, µM (top dose mostly 57.1 µM), without a hit: top-dose activity change, negative = inhibition, hits mostly inhibitors; AID 485341; P00811; AmpC nitrocefin hydrolysis, absorbance 480 nm, 0.0001% Triton;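 further: potency means the concentration at half of the fitted maximal effect; plate controls were no compound for no effect and no enzyme for full effect; nearly all actives have a fitted effect of over 20% in size; some results filed as inactive show a strong effect at the top dose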
Target sequence (P00811 whole entry, looked up): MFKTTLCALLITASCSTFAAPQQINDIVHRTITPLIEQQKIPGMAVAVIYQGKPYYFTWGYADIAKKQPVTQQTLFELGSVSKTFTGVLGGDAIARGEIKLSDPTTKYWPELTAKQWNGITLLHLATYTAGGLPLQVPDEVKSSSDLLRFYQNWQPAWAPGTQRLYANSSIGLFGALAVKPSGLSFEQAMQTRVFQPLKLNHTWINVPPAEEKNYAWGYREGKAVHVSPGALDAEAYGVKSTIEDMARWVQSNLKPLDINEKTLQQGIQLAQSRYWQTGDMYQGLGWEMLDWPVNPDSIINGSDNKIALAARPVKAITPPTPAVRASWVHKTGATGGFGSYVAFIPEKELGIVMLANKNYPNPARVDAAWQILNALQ
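AmpC (5.3 nM in the dispensed reagent) in 20 mM phosphate pH 7.0 with 0.01% (detergent screen) or 0.0001% Triton X-100 was preincubated with compounds for 15 min at room temperature. Nitrocefin was then added from an 800 uM solution, and hydrolysis was followed at 480 nm.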
Pf growth 48h: inhibits P. falciparum growth in the first generation, 48 h; 5.9% of 310,000 active; Potency, µM (series often up to 28.7 µM), inactives show at the top dose activity change, negative = inhibition, actives largely listed as inhibitors; P. falciparum luciferase growth in erythrocytes, 48 h; further: potency means the concentration at half of the fitted maximal effect; on the % scale 0 is the no-effect control and ±100 the full control effect
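Parasite viability was followed by luminescence of a genomically integrated firefly luciferase. Cultures held 0.1% parasitemia at 2% hematocrit (final), incubated under 5% CO2 at 37 C.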
Pf growth 96h: P. falciparum growth inhibition at 96 hours; P. falciparum luciferase reporter growth, 96 h; Potency, µM (highest dose often 28.7 µM), inactives show top-dose activity change, negative = inhibition, actives largely listed as inhibitors; 6.9% of 320,000 active; further: potency means the concentration at half of the fitted maximal effect; on the % scale 0 is the no-effect control and ±100 the full control effect
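Compounds incubated with erythrocytes infected by luciferase-expressing P. falciparum (2% hematocrit, 0.05% parasitemia final) for 96 hours, 37 C in 5% CO2. Growth inhibition scored as decreased luciferase luminescence.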
LmPK inhibitor: blocks Leishmania mexicana pyruvate kinase activity. Q27686. purified LmPK, Kinase-Glo ATP luminescence, 1 h. Potency, µM (titrated, usually from 57.5 µM), inactives show top-dose activity change, negative = inhibition, most hits filed as inhibitors. 0.37% of 290,000 active; further: potency means the concentration at half of the fitted maximal effect; on the % scale 0 is the no-effect control and ±100 the full control effect
Target sequence (Q27686 whole entry, looked up): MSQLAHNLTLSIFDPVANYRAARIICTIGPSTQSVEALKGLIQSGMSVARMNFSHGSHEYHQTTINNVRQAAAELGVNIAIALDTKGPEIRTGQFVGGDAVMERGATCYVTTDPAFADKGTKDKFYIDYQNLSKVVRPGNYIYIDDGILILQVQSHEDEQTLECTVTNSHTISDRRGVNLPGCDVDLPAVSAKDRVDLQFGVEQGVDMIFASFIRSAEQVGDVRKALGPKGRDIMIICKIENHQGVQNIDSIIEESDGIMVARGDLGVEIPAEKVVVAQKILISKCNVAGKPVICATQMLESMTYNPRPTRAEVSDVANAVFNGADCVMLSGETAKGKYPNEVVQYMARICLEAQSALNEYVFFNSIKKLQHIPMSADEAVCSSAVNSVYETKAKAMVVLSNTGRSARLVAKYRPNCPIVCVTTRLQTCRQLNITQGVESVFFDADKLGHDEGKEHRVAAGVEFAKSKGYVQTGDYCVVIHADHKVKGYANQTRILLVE
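0.1 nM LmPK, 0.5 mM PEP, 0.1 mM ADP; 50 mM imidazole pH 7.2, 7 mM MgCl2, 50 mM KCl; 1 h RT. Kinase-Glo luminescence readout, normalized to no-enzyme (full inhibition) and uninhibited wells.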
TbPYK inhibitor: blocks Trypanosoma brucei pyruvate kinase; TbPYK enzyme, Kinase-Glo Plus ATP luminescence, 45 min; Potency, µM (doses to about 76.8 µM), for the others: at the highest dose activity, negative = inhibition, usual class: inhibitors; 0.12% of 410,000 active; further: potency means the concentration at half of the fitted maximal effect; on the % scale 0 is the no-effect control and ±100 the full control effect; nearly all actives have a fitted effect of over 50% in size
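Quantitative HTS: titrated library compounds versus trypanosomal pyruvate kinase in TEA buffer (pH 7.2) containing KCl, MgCl2, BSA and Tween-20. Reactions were initiated with ADP, 130 uM final. Kinase-Glo Plus luminescence was read after 45 min at RT.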
Numbers without * were called inactive; ? = inconclusive; nt = no result given; & = joins results of further samples; [ ] = remark or other dose. Unless noted, the call rests on the fitted dose curve; in most records, active means well fitted curve in the direction sought with a large enough effect; inconclusive means small, poorly fitted or top-dose-only effect, or another doubt; inactive means no such curve, though single readings can be large; an effect the other way counts as inactive or inconclusive.

SMILES	CHX counter	Shiga toxin inh	AmpC no deterg	Pf growth 48h	Pf growth 96h	LmPK inhibitor	TbPYK inhibitor
CN(C)c1ccc(CN(CC2CCCO2)C(=O)c2cccs2)cc1 (stereo not drawn)	-4.4	-5.3	7.1%	?	30.4%[activator]	-3.4%	1.9%
FC(F)(F)c1ccc(/C=N/n2c(C3CCCCC3)n[nH]c2=S)cc1	1.7	-3.7	-35.2%	?	?	0.0%	0.0%
COC(=O)CSC1=C(C#N)C(c2sccc2C)CC(=O)N1 (stereo not drawn)	-3.7	16.7	-19.6%	-4.2%	?	0.6%	-4.8%
O=C(OCC(=O)N1CCc2ccccc21)c1cccnc1	33.1*	45.1*	-15.7%	-9.9%	nt	-12.2%	5.3%
Cc1ccc(S(=O)(=O)NC(Cc2ccc(Cl)cc2)C(=O)O)cc1 (stereo not drawn)	-2.3	-6.0	-14.6%	27.3%	45.8%[activator]	-9.9%	-0.1%
CC(=O)N1CCc2c(sc(NC(=O)Cc3ccccc3)c2C#N)C1	-0.7	-4.7	-4.6%	2.9%	21.7%	-0.1%	-8.0%
COc1ccccc1N=C1SCC(=O)N1c1ccccc1OC	-5.5	-8.4	-5.4%	-9.3%	-22.9%	-1.9%	-11.3%
O=C(CN1CCN(S(=O)(=O)c2ccc3c(c2)OCCO3)CC1)Nc1cccc(F)c1	nt	nt	-11.2%	-13.8%	-14.5%	nt	-1.8%
CCCN(CCC)C1CC(=O)N(Cc2ccccc2)C1=O (stereo not drawn)	10.6	15.4	7.0%	17.5%	3.1%	-1.1%	-9.0%
CCCC(=O)Nc1nc2ccc(NC(=O)c3cccnc3)cc2s1	9.5	89.7	-10.6%	20.6%	15.1%	-1.7%	-4.6%
Cc1ccccc1C(=O)Nc1cccc(NC(=O)c2ccc(F)cc2)c1	10.3	28.0	-39.3%	-10.9%	10.4µM*	-0.5%	-3.3%
COC(=O)c1cc(NC(=O)C2C3C=CC(C3)C2C(=O)O)cc(C(=O)OC)c1 (stereo not drawn)	-3.4	-19.0	-8.9%	2.6%	92.9%[activator]	3.3%	2.9%
Cc1ccc(C(=O)NCC(=O)NCC(=O)OCC(=O)c2cccs2)cc1	-1.0	5.7	-18.2%	5.9%	-3.4%	0.7%	0.5%
Cc1ccc(S(=O)(=O)N2CCOCC2)cc1NC(=O)CN1CCC(Cc2ccccc2)CC1	-3.5	-4.1	187.3%[activator]	13.1µM*	3.7µM*	3.1%	-2.6%
CN(CC(=O)Nc1ccc(Cl)cc1)C(=O)COc1ncnc2ccccc12	nt	nt	3.8%	?	-1.8%	nt	-9.9%
O=C(/C=C/Nc1ccccc1O)c1ccco1	37.9*	63.1*	53.7%	71.3%[activator]	15.3%	?	-4.5%
Cc1ccc(-c2cc(C(=O)N3CCc4ccccc4C3)no2)cc1	10.4	46.6*	-28.5%	13.3%	33.5%[activator]	5.7%	0.8%
CCCC(NS(=O)(=O)c1ccc(-c2ccc(=O)[nH]n2)s1)c1cccs1 (stereo not drawn)	23.5*	23.3*	-43.2%	3.8%	?	-5.0%	-4.6%
O=C(COc1ccccc1)N1CCN(C(=O)c2cccc(F)c2)CC1	-2.3	7.1	-8.2%	-0.3%	-17.1%	2.1%	-6.2%
CCc1noc(C)c1C(=O)NNC(=O)c1ccc(Br)cc1	nt	nt	-14.8%	?	20.5%	nt	3.2%
COc1ccc(S(=O)(=O)N2CCN(C(=O)COc3ccc4c(C)cc(=O)oc4c3)CC2)cc1	-5.4	-18.8	97.3%[activator]	?	4.65µM*	6.6%	0.3%
CC(=O)Nc1ccc(S(=O)(=O)Nc2ccc(Cl)cn2)cc1	-2.9	nt	-3.8%	9.0%	?	9.4%	3.0%
Cc1ccc(-c2cc(C(F)(F)F)n3ncc(C(=O)O)c3n2)cc1	4.8	-10.2	-19.4%	6.0%	11.8%	2.6%	2.5%
CNS(=O)(=O)c1cccc(C(=O)OCC(=O)Nc2ccc(Cl)cn2)c1	-1.7	-3.5	-33.9%	1.8%	25.8%	3.1%	-4.6%
C/C(CC(c1ccccc1)c1c(O)c2ccccc2oc1=O)=N\Nc1ccc([N+](=O)[O-])cc1[N+](=O)[O-] (stereo not drawn)	10.0	9.8	-38.8%	?	11.4%	6.1%	2.1%
Cc1ccc2cccc(OCc3nnc(SCC(=O)O)n3C)c2n1	-1.7	-5.5	-8.6%	-1.1%	52.8%[activator]	2.3%	1.3%
NNC(=O)/C(=C\c1ccc(Br)cc1)NC(=O)c1cccs1	-3.0	26.6	-24.8%	-8.4%	19.9%	0.9%	-6.4%
O=C(NCCSCc1ccccc1)c1ccccc1	12.6	9.4	-14.5%	?	0.0%	3.8%	-0.9%
O=C1N=c2ccccc2=C/C1=C\c1c(O)[nH]c(=S)[nH]c1=O	-7.1	-10.8	-10.3%	9.8%	?	20.1%	-28.6%
CCOC(=O)CON1C(=O)C(=O)N(OCC(=O)OCC)C2CCCCC21 (stereo not drawn)	0.7	-1.6	-4.5%	27.3%	2.9%	-1.2%	1.5%
COc1ccccc1OCCC(=O)OCC(=O)c1[nH]c(C)c(C(C)=O)c1C	8.8	-11.7	-17.3%	-12.6%	18.6%	0.8%	0.2%
Cc1ccc(/C=C/C(=O)OCC(=O)NC(C)c2ccccc2)o1 (stereo not drawn)	nt	nt	-16.6%	-9.9%	-19.7%	nt	-12.5%
Cc1nc2sc(C(=O)c3ccccc3)c(N)c2c(C)c1C	24.2*	30.9	-0.5%	30.2%[activator]	29.1%	0.2%	2.9%
CCOc1cc(/C=C/C(=O)Nc2ccc(C(=O)NCCN(CC)CC)cc2)ccc1OCC(C)C	6.4	-2.6	119.2%[activator]	2.62µM*	0.522µM*	-5.2%	4.8%
Cc1cc(C)c(S(=O)(=O)Nc2ccc(O)c(Sc3ncn[nH]3)c2)cc1C	1.3	-1.6	-43.2%	-10.5%	4.4%	-5.4%	-12.3%
Cc1ccc2cccc(OC(=O)/C=C\c3ccccc3)c2n1	0.2	1.3	17.2%	-19.8%	?	0.1%	0.5%
C=CCn1c(O)c(C(CC)=NCCCO)c(=O)[nH]c1=O	-3.4	-20.6	-5.1%	5.6%	4.0%[5.75 µM]	-2.1%	9.9%
CCc1cccc(CC)c1NC(=O)c1cc(CN2C(=O)c3ccccc3C2=O)ccc1OC	-2.0	-4.3	-18.8%	-25.9%	?	2.6%	-2.3%
CCOC(=O)C1=C(C)N=c2s/c(=C\c3ccc(C(=O)O)cc3)c(=O)n2C1c1ccc(F)cc1 (stereo not drawn)	-2.0	-8.0	-34.5%	?	?	9.0%	0.1%
CCCCSCc1cc(C(=O)O)oc1C(C)(C)C	-5.2	-10.3	1.2%[2.29 µM]	-1.5%	15.0%	0.3%	5.2%

Among those listed so far, 3 contain a furan ring, fused or not.
SMILES	CHX counter	Shiga toxin inh	AmpC no deterg	Pf growth 48h	Pf growth 96h	LmPK inhibitor	TbPYK inhibitor
O=C(/C=C/Nc1ccccc1O)c1ccco1	37.9*	63.1*	53.7%	71.3%[activator]	15.3%	?	-4.5%
Cc1ccc(/C=C/C(=O)OCC(=O)NC(C)c2ccccc2)o1 (stereo not drawn)	nt	nt	-16.6%	-9.9%	-19.7%	nt	-12.5%
CCCCSCc1cc(C(=O)O)oc1C(C)(C)C	-5.2	-10.3	1.2%[2.29 µM]	-1.5%	15.0%	0.3%	5.2%

(continued)
SMILES	CHX counter	Shiga toxin inh	AmpC no deterg	Pf growth 48h	Pf growth 96h	LmPK inhibitor	TbPYK inhibitor
COc1c(C)cc(C(=O)C2CCCN(C3CCOCC3)C2)cc1C (stereo not drawn)	2.3	-1.6	0.9%	-6.9%	-26.1%	2.5%	2.4%
Cc1c(C(=O)OC(C)C)[nH]c2c1C(=O)CCC2	12.0	19.0	-15.0%	25.2%	nt	-0.3%	3.9%
CCN(Cc1ccncc1)C(=S)Nc1ccccc1	-1.9	-10.6	-19.4%	23.7%	2.94µM*	2.5%	5.7%
CCNC(=O)c1cccc(NC(=O)CC2SC(N3CCCCC3)=NC2=O)c1 (stereo not drawn)	nt	nt	-21.0%	-11.1%	-7.0%	nt	8.9%
COC(=O)CCC(=O)Oc1ccc(OC(=O)CCC(=O)OC)cc1	-5.3	-8.4	-7.5%	?	-9.4%	-3.4%	nt
COc1ccc(CCn2c(N3CCOCC3)nc3c2c(=O)[nH]c(=O)n3C)cc1	-2.6	-12.8	-2.2%	26.9%	nt	-3.6%	-3.5%
Cc1ccccc1NC(=O)C1CCCN1S(=O)(=O)c1ccccc1C(F)(F)F (stereo not drawn)	nt	nt	-10.0%	?	?	nt	-1.6%
Cc1cc(C)c2nc(NNC(=O)c3ccc(S(=O)(=O)N4CCCC(C)C4)cc3)sc2c1 (stereo not drawn)	-3.7	-11.0	?	?	2.33µM*	2.1%	-1.4%
CCOc1ccccc1NC(=O)CN(C)S(=O)(=O)c1cnc[nH]1	-1.3	11.6	-26.4%	13.7%	-2.3%	-3.7%	5.4%
CCN(CC)CCNC(=O)COc1ccc(OC)cc1	-2.4	4.6	-15.2%&-7.8%	?	2.7%&27.2%&-7.3%	-1.8%	1.1%&2.8%&-1.7%
CC(C)Oc1ccc(CNC(=S)Nc2ccccc2)cc1Cl	7.5	nt	-34.7%	-4.1%	?	0.7%	6.3%
Cc1ccccc1NS(=O)(=O)c1ccc(C)c(C(N)=O)c1	-2.9	-8.2	-3.3%	?	38.9%[activator]	1.9%	nt
O=C(N=C1N=C2C=CC=CN2Cc2ccccc21)c1ccc(S(=O)(=O)N2CCOCC2)cc1	32.5*	154.3*	-11.6%	41.2%[activator]	-1.2%	-24.7%	-0.9%
CC(C)CN(CC(C)C)S(=O)(=O)N1CCC(C(=O)NCc2ccc(F)cc2)CC1	-1.1	26.7	43.1%	?	-22.2%	7.9%	-7.4%
CCOC(=O)c1cnc(SCC(=O)c2ccc(C)cc2)nc1N	-2.6	-2.2	-13.4%	21.5%	?	8.2%	-0.5%
C=CCN(CC=C)C(=O)CCc1nnc(CCc2c[nH]c3ccccc23)o1	21.0*	35.2	54.7%	-2.8%	1.2%	1.3%	9.0%
CCOc1ccccc1CNCCO	2.9	-5.0	-4.5%	8.1%	-23.8%	0.9%	1.1%
O=C(CSc1nnc(COc2ccc(Cl)cc2)o1)Nc1ccc(N2CCOCC2)cc1	nt	nt	1.7%	40.3%[activator]	17.9%	nt	-1.3%
COc1ccc(NC(=O)COC(=O)Cc2cccs2)cc1OC	nt	nt	-14.8%	19.5%	8.6%	nt	1.6%
O=C(Cc1c(F)cccc1Cl)Nc1ccc(-n2cnnn2)cc1	8.1	12.8	-25.8%	6.6%	-18.6%	1.1%	-8.4%
COc1cc(NC(=O)C2CCCO2)c(C(=O)O)cc1OC (stereo not drawn)	1.1	-5.3	-21.4%	19.9%	25.6%	-1.2%	5.5%
O=C1CN(C(=O)COc2ccccc2)CCN1	8.5	-4.3	-12.5%	-0.5%	?	3.0%	-0.6%

Screening data as filed in PubChem.
